Apaf1 inhib: blocks human Apaf-1 apoptosome activity. O14727. reconstituted apoptosome caspase-3 activity, DEVD-Rh110 fluorescence. inhibition, % at 20 µM. 330,000 compounds, 0.71% hits. AID 489030; active = inhibition of at least 40% at 20 µM;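 note: plate controls were DMSO wells for no effect and DEVD-CHO caspase inhibitor wells for full effect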
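Assay system – apoptosome proteins · Medium – Hepes buffer, pH 7.5 · Also added – cytochrome c with DEVD-Rh110 · Timing – 30 min compound preincubation, 50 min activation, room temperature · Detection – Rh110 fluorescence, excitation 480 nm, emission 540 nm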
697 NFkB inh: lowers PMA/ionomycin-induced NF-kB signal in 697 B cells. 697 B-cell NF-kB luciferase reporter, 16 h. inhibition, % at 4 µM. 330,000 compounds, 0.33% hits. AID 435022; in the data active = inhibition above about 35%
CCR6 antag: blocks CCL20-driven beta-arrestin recruitment at human CCR6; inhibition, % at 20 µM; CHO-K1 CCR6 PathHunter beta-arrestin, luminescence, CCL20-stimulated; P51684; 340,000 compounds, 0.49% hits; AID 493098;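 active = compounds whose inhibition of the agonist-driven luminescence signal at 20 µM reaches about 50%, limit read from the data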;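 note: cells stimulated with CCL20 at 14 nM final; plate controls were DMSO with CCL20 for no effect and DMSO without agonist for full effect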
Target sequence (P51684 whole entry, looked up): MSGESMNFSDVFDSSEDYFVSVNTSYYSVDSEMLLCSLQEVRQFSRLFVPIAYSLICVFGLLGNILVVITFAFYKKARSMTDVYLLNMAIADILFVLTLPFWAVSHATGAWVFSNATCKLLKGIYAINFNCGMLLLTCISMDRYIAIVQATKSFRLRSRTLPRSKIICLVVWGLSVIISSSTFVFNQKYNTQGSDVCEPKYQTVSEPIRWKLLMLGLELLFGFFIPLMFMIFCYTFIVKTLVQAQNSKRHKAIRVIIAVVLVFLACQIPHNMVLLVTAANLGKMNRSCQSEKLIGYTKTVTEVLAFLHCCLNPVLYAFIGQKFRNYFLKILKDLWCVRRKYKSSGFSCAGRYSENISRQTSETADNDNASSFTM
SENP8 block: blocks the human protease SENP8; Q96LD8; purified SENP8, Z-RLRGG-aminoluciferin cleavage, luminescence; inhibition, % at 10 µM; 330,000 compounds, 1.2% hits
Target sequence (Q96LD8 whole entry, looked up): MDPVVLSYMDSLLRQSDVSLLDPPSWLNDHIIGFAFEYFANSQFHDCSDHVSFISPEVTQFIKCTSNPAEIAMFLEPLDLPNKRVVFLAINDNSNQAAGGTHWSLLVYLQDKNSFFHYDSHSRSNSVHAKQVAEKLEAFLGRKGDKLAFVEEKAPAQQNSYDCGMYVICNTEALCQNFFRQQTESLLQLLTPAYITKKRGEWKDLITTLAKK
EBI2 antag: EBI2 (human) antagonism; P32249; EBI2 beta-arrestin recruitment, luminescence, 7a,25-OHC stimulated; inhibition, % at 5 µM; 360,000 compounds, 0.81% hits; in the data active = inhibition above about 38%;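 note: enzyme fragment complementation signal reports receptor beta-arrestin coupling in cells; 0% = agonist plus DMSO wells and 100% = wells without agonist; some results beyond the cut were filed as inactive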
Gli-Sufu antag: blocks Gli-Sufu signaling in a luciferase reporter; inhibition, % at 5 µM; Sufu-KO-LIGHT fibroblasts, Gli luciferase reporter luminescence; 340,000 compounds, 0.74% hits; AID 588413;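 active = inhibition above about 55%, limit read from the data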;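 note: 0% = DMSO-treated cells and 100% = wells with medium but no cells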
Jurkat NFkB inh: lowers PMA/ionomycin-induced NF-kB signal in Jurkat cells. 330,000 compounds, 0.53% hits. PMA/ionomycin-induced NF-kB luciferase reporter, luminescence. inhibition, % at 4 µM
UBC13 polyUb: inhibitors of human UBC13 polyubiquitin chain formation | P61088 | TR-FRET | inhibition, % at 20 µM | 330,000 compounds, 0.47% hits; in the data active = inhibition above about 45%, passing the limit was not always enough
Target sequence (P61088 whole entry, looked up): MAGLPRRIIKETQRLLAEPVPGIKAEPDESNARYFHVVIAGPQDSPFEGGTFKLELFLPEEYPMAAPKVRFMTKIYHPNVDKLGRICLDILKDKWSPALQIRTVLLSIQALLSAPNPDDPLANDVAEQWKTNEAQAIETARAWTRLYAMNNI
Active calls of the source: *; . = no result given. Cut-off read from the data, not from the text of the source, unless noted: active = inhibition above about 50%; inactive = the rest. This is a subset; count on the stated rates, not on these rows.

SMILES	Apaf1 inhib	697 NFkB inh	CCR6 antag	SENP8 block	EBI2 antag	Gli-Sufu antag	Jurkat NFkB inh	UBC13 polyUb
CC1CCCCC1NC(=O)c1ccc(S(=O)(=O)NCC2CCCO2)cc1 (stereo not drawn)	-11	13	5	-1	-1	-23	1	14
CCCCN1CCC(COC(=O)c2cc(Cl)c(N)c3c2OCCO3)CC1	-4	4	3	3	-4	18	-14	32
Cc1ccc(OCC(=O)O/N=C(\N)Cc2ccc(Cl)cc2)cc1	10	-4	-4	-10	7	0	-12	-3
CCOC(=O)c1cnc2c([N+](=O)[O-])cnn2c1C	-20	11	5	0	-14	2	3	12
COC(=O)C(C)N1CCC(=O)c2ccccc2S1(=O)=O (stereo not drawn)	-2	-9	-8	-13	-8	-10	-13	-6
CCOc1ccc(NS(=O)(=O)c2ccc3[nH]cc(C(=O)NCCOC)c(=O)c3c2)cc1	8	-2	5	-2	2	-6	-11	-8
CCOC(=O)c1c(NC(=O)c2cccc(N3C(=O)CCC3=O)c2)sc(C)c1C	19	-3	1	-5	-11	7	-10	6
COc1ccc(NC(=O)CN(C)C(=O)c2ccc(N3CCCC3)c([N+](=O)[O-])c2)cc1	-3	17	15	1	-2	-14	11	-16
CC1CN(CCOc2ccccc2-c2ccccc2)CC(C)O1 (stereo not drawn)	0	8	4	-1	2	4	-2	0
CCOC(=O)C1CCN(CC(O)COCc2ccc(Cl)cc2)CC1 (stereo not drawn)	-19	2	13	2	5	0	17	-3
Cc1nn(Cc2ccccc2Cl)c(Cl)c1/C=C/C(=O)OCC(=O)NC(N)=O	-16	21	-10	-5	-16	-14	19	4
Cc1ccc(S(=O)(=O)N2[C@@H](c3ccc(Br)cc3)C(C(=O)O)=CC[C@H]2c2ccc(Cl)cc2)cc1	19	0	8	12	7	3	5	-11
Cc1ccc(-c2nnc(CCC(=O)NCc3csc(C)n3)o2)s1	-4	23	10	2	0	3	2	10
CN(C)CCP(=O)(c1ccccc1)c1ccccc1	-2	21	11	5	-14	1	-2	1
O=C(NCc1ccccn1)c1ccc(OC2CCN(Cc3ccc(Cl)s3)CC2)cc1	17	1	21	-8	9	-11	2	2
Cn1cc(S(=O)(=O)Nc2ccc(F)c(Cl)c2)c(=O)n(C)c1=O	0	-4	0	4	-8	2	2	1
COc1cc(NC(=O)c2n[nH]c(=O)c3ccccc23)cc(OC)c1	-23	3	5	-16	-7	-32	-6	14
O=C(COC(=O)c1ccc([N+](=O)[O-])o1)NC1CCCc2ccccc21 (stereo not drawn)	12	7	-12	6	-13	11	6	-1
O=C(Cc1ccc(Br)cc1)NCc1ccccc1	-2	-70	4	-9	5	7	35	1
CCOC(=O)C(C)Sc1nnc(CSc2nc3nc(C)cc(C)n3n2)o1 (stereo not drawn)	-2	-9	8	-1	4	0	-4	4
COc1ccc(S(=O)(=O)Nc2cccc3c2O[C@H](CN(C)C(=O)Nc2ccccc2)[C@@H](C)CN([C@H](C)CO)C3=O)cc1	-5	17	6	8	3	13	4	5
c1ccc(-c2nnsc2-c2ccccc2)cc1	9	0	10	7	-6	2	9	5
COCCNC(=S)N(CCc1c(C)[nH]c2ccc(Cl)cc12)Cc1cccnc1	14	-11	17	-1	5	-7	-8	10
COc1cccc2c(=O)n(CC(=O)Nc3ccccc3F)ccc12	4	-6	-4	2	-11	-9	4	3
CC(C)c1cc(=O)n2[nH]c(SCc3ccccc3Cl)nc2n1	3	-23	10	-5	-1	-29	7	-13
SMILES	Apaf1 inhib	697 NFkB inh	CCR6 antag	SENP8 block	EBI2 antag	Gli-Sufu antag	Jurkat NFkB inh	UBC13 polyUb
Cc1ccc(C(=O)N2CCCC2)cc1S(=O)(=O)Nc1cccc(C)c1C	7	7	15	1	5	1	-1	-8
COc1ccc(Br)cc1CNc1ccc2[nH]c(=O)[nH]c2c1	5	6	2	-1	2	0	23	4
Cc1cccn2c(=O)c3cc(C(=O)NC4CCCCC4C)n(C)c3nc12 (stereo not drawn)	18	-3	0	-2	1	-13	3	9
CC(=O)Nc1cccc(-c2csc(Nc3ccc(Cl)cn3)n2)c1	16	-194	-44	24	27	-133	-156	17
CCOC(=O)C1CCN(C(=O)c2oc3ccc(S(=O)(=O)N4CCCCCC4)cc3c2C)CC1	20	-29	13	-5	-3	18	-7	-19
CC1Sc2ccc(S(=O)(=O)CCC(=O)NCc3cccs3)cc2NC1=O (stereo not drawn)	-6	11	8	-4	-4	-34	5	4
COC(=O)c1ccc(N2CN=C(c3ccc(C)cc3)NC2=S)cc1	-7	-8	-9	1	11	3	-2	-22
c1ccc(Oc2nc3ccccc3n3cccc23)cc1	6	-1	-18	1	-2	7	18	14
CSc1sccc1/C=C(/C#N)C(=O)c1ccco1	1	5	18	1	-2	-22	3	-7
COc1ccccc1/C=N/NC(=O)c1ccc(Br)cc1	2	-6	21	-5	8	-11	8	0
CCCN(C(=O)c1ccco1)c1nnc(-c2cccc(C)c2)s1	6	-71	16	-14	28	-38	-88	17
O=C(NN1CCOCC1)c1ccc([N+](=O)[O-])cc1	0	-8	-16	0	-12	-2	-14	0
COc1ccc(C2/C(=C(/O)c3ccc(Br)cc3)C(=O)C(=O)N2C)cc1 (stereo not drawn)	-12	-4	8	16	4	8	-6	-7
CCN(CC)c1ccc(/C=N/NC(=S)NCc2ccco2)cc1	19	-18	12	4	33	-3	-21	-4
CC(C)(C)c1cc(NC(=O)c2cc(F)c(F)c(F)c2F)no1	4	5	-17	-3	1	-3	-3	4
Cc1cccc(N2CCN(C(c3ccncc3)c3nnnn3C(C)(C)C)CC2)c1C (stereo not drawn)	-7	10	7	1	10	8	-2	3
Cc1ccc(S(=O)(=O)c2c(O)c3ccc(C(=O)O)cc3[nH]c2=O)cc1	2	9	3	-2	3	-2	8	4
CCOC(=O)c1c(C)oc2c1cc(NS(=O)(=O)c1ccc(C(=O)O)cc1)c1ccccc12	23	13	-3	7	8	-9	4	-15
Cc1ccccc1C(=O)N1CCC(n2nccc2NC(=O)C2CC2)CC1	-5	-7	-11	10	-12	4	-8	-4
Cn1c(SCC(=O)Nc2ccc3c(c2)OCO3)nnc1C(F)(F)F	-9	16	22	1	-10	7	1	10
CSc1cccc(NC(=S)N(CCCN2CCCC2)Cc2cccs2)c1	-15	5	29	1	8	15	5	17
CC(=O)Nc1ccc(/C(C)=N/NC(=O)c2ccncc2)cc1	-1	16	-5	-12	-11	-8	-22	-11
O=C(NC1CCCc2ccccc21)c1n[nH]c(=O)c2ccccc12 (stereo not drawn)	0	26	-3	2	5	5	8	9
COc1cc(CNCCc2c[nH]c3ccccc23)ccc1OCc1ccc(F)cc1	19	-9	1	-10	3	-21	2	43
CCN(CC(=O)Nc1c(F)cccc1F)C(=O)CCc1nc2ccccc2c(=O)[nH]1	2	22	9	6	12	-1	4	12

Some of the entries so far, with each value named.
COc1ccc(NC(=O)CN(C)C(=O)c2ccc(N3CCCC3)c([N+](=O)[O-])c2)cc1
  Apaf1 inhib = -3 | 697 NFkB inh = 17 | CCR6 antag = 15 | SENP8 block = 1 | EBI2 antag = -2 | Gli-Sufu antag = -14 | Jurkat NFkB inh = 11 | UBC13 polyUb = -16
CC1CN(CCOc2ccccc2-c2ccccc2)CC(C)O1 (stereo not drawn)
  Apaf1 inhib = 0 | 697 NFkB inh = 8 | CCR6 antag = 4 | SENP8 block = -1 | EBI2 antag = 2 | Gli-Sufu antag = 4 | Jurkat NFkB inh = -2 | UBC13 polyUb = 0
CCOC(=O)C1CCN(CC(O)COCc2ccc(Cl)cc2)CC1 (stereo not drawn)
  Apaf1 inhib = -19 | 697 NFkB inh = 2 | CCR6 antag = 13 | SENP8 block = 2 | EBI2 antag = 5 | Gli-Sufu antag = 0 | Jurkat NFkB inh = 17 | UBC13 polyUb = -3

Following part:
SMILES	Apaf1 inhib	697 NFkB inh	CCR6 antag	SENP8 block	EBI2 antag	Gli-Sufu antag	Jurkat NFkB inh	UBC13 polyUb
CCOC(=O)C1(Cc2ccc(OC)cc2)CCN(C(=O)Cn2cnnn2)CC1	-10	-12	8	-2	-7	1	-8	8
CCOC(=O)N1CCC(NC(=O)c2cnn3ccccc23)CC1	-3	15	-2	6	0	-2	-6	3
COc1ccc(N2CC(NS(=O)(=O)c3ccc4ccccc4c3)CC2=O)cc1OC (stereo not drawn)	8	8	8	-8	22	7	5	3
Cc1ccc(N(C)C(=O)c2cc(S(=O)(=O)N3CCCCC3)c[nH]2)cc1	10	2	-4	0	4	-1	10	7
Cc1ccc(N/C(SCc2ccccc2C)=C(/C#N)C(=O)NCc2ccco2)cc1C	3	-17	15	-4	35	9	-2	-1
N#Cc1ccccc1NC(=O)C1SC(=Nc2ccccc2)C(C(=O)Nc2ccc(Cl)cc2)=C1N (stereo not drawn)	8	-14	6	3	8	43	2	-11
COc1ccccc1NS(=O)(=O)c1ccc(NC(=O)Cc2cccs2)cc1	-3	-20	11	5	-2	-3	1	3
O=C(N/C(=C/c1ccccc1)C(=O)N1CCCCC1)c1ccccc1	4	8	9	0	-4	3	11	-9
Cc1cccc(N(C)S(=O)(=O)c2ccc(-c3cc(C)no3)s2)c1	10	7	20	5	-9	8	43	-4
CN(Cc1ccccc1)C(=O)Nc1ccccc1	-8	23	15	-14	-1	-11	4	-12
C#CCOCCOCCOCCNc1nc(N2CCN(C(=O)[C@H](CCC(=O)O)n3cc(C(N)CO)nn3)CC2)nc(N2CCN(C(=O)[C@H](CCC(=O)O)n3cc(C(N)CC(C)C)nn3)CC2)n1 (stereo partly drawn)	12	19	.	-6	.	.	-5	-2
Cn1nc(-c2ccccc2)c(-c2nc(-c3ccccc3Cl)no2)c1Cl	5	-7	13	6	6	3	-3	4
COc1ccc(S(=O)(=O)N(CCc2ccccc2)CC(=O)O)cc1	6	16	-10	4	4	-3	11	-5
Cn1c(SCC(=O)NC2CCCC2)nc2c(c1=O)SCC2	-7	7	15	-5	7	-5	20	2
O=C(COC(=O)c1ccc2[nH]c3c(c2c1)CCCC3)Nc1ccc(Cl)cc1Cl	-1	-11	-8	0	3	-2	19	8
CCOC(=O)C1(Cc2ccc(Cl)cc2)CCN(C(=O)CCc2ccncc2)CC1	-1	-12	23	3	7	23	2	7
CCN(CC)CCCNC(=O)c1cc(-c2ccc3c(c2)OCO3)on1	7	4	10	-8	-19	-1	-38	5
COc1ccc(C2(CNC(=O)c3ccc(OC)c([N+](=O)[O-])c3)CCOCC2)cc1OC	0	15	5	0	4	-8	-3	-3
CN(C)S(=O)(=O)c1cccc(NC(=O)CSc2nc3ccccc3[nH]2)c1	2	-7	-1	-1	-4	14	14	11
O=C(CN1C(=O)NC(Cc2c[nH]c3ccccc23)C1=O)Nc1ccc(Br)cc1F (stereo not drawn)	2	-6	-10	0	-8	-12	-7	8
COc1ccc(NC(=O)Cn2nnc(-c3ccccc3F)n2)cc1	2	11	-3	13	-10	-8	-6	-1
COc1ccccc1C(=O)OCCN1CCOCC1	-8	15	-14	-3	-9	-4	5	2
O=C(Nc1nnc(-c2ccco2)o1)c1ccc2ccccc2c1	-4	11	32	47	2	97*	-1	-13
O=C(CN1C(=O)c2ccccc2C1=O)Nc1cc(C(=O)O)cc(C(=O)O)c1	-1	-9	7	5	6	2	-11	6
CCc1sc(C(=O)Nc2ccc3nc(C)sc3c2)cc1C	13	-41	14	-1	17	-44	-46	10
SMILES	Apaf1 inhib	697 NFkB inh	CCR6 antag	SENP8 block	EBI2 antag	Gli-Sufu antag	Jurkat NFkB inh	UBC13 polyUb
O=C(CCNC(=O)C1CCN(S(=O)(=O)c2ccccc2)CC1)NCc1ccccc1Cl	-6	-1	13	-5	-3	-11	5	3
O=C(NNC(=O)C12CC3CC(CC(C3)C1)C2)c1csc(N2CCOCC2)n1	2	-2	2	-5	8	2	-14	-5
COCCn1c(N)c(NCc2ccccc2)c(=O)[nH]c1=O	3	-5	5	0	-6	-1	-9	-3
CCc1nnc(NC(=O)CSc2nnc(-c3ccccc3OC)n2-c2ccccc2)s1	10	-4	4	-5	13	7	0	5
COc1ccc(Cc2nc3ccc(C(=O)NCc4cc(C)no4)cc3o2)cc1	-19	-86	10	1	5	-40	-52	3
C/C(=N\OC(=O)c1ccc(Cl)cc1)c1nccs1	3	4	11	28	-3	4	-6	6
Cc1ccc2nc(C)cc(C(=O)OCC(=O)c3ccc(Cl)c([N+](=O)[O-])c3)c2c1	3	3	102*	2	21	8	-1	-18

Assay outcomes: PubChem, Sanford-Burnham Center for Chemical Genomics
